Source: PubChem (National Center for Advancing Translational Sciences (NCATS))
GAA glycogen mod: inhibitors or activators of human alpha-glucosidase glycogen cleavage | recombinant GAA, glycogen substrate, Amplex Red glucose oxidase fluorescence | P10253 | AID 2100 | 300,000 compounds, 0.38% hits | Potency, µM (highest dose often 76.4 µM), for the others: top-dose activity change, negative = inhibition, actives largely listed as inhibitors; active means well fitted inhibition curve with a large enough effect;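 further: 0% = full enzyme reaction and -100% = no-enzyme basal signal; the screen sought inhibitors and activators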
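Recombinant human alpha-glucosidase (4 nM final) hydrolysed bovine liver glycogen (30 ug) for 40 min at 37 C in pH 5.0 citrate/phosphate with 0.01% Tween-20. Released glucose detected by glucose oxidase/Amplex Red, Ex 573/Em 610 nm. Compounds up to 77 uM; AC50 from Hill fits.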
An asterisk follows results filed as active; [ ] = another dose, or the depositor's remark. Potency means the concentration at half of the fitted maximal effect. The list is partial; count on the stated rates, not on these rows.

SMILES	GAA glycogen mod
CCOc1ccc(C(=O)N2CCc3ccccc32)cc1OCC	-6%[76.3 µM]
COc1ccc(-c2csc3ncnc(N4CCN(S(=O)(=O)c5ccccc5C#N)CC4)c23)cc1	-9%[76.3 µM]
Cc1ccc(NC(=O)Cn2c(=O)n(Cc3ccco3)c(=O)c3oc4ccccc4c32)cc1C	10%[76.3 µM]
O=C1NC2(CCCCC2)CO1	-4%[76.3 µM]
N#Cc1ccccc1NC(=O)CN1CCOCC1	-9%[76.3 µM]
Cc1cc(S(=O)(=O)N2CCCC(N3CCOCC3)C2)c(C)cc1Cl (configuration not stated)	7%[76.3 µM]
O=C(NCCc1cccc(Cl)c1)c1ccc2c(c1)OCO2	-1%[76.3 µM]
Cc1ccccc1NC(=O)CSc1cn(CC(=O)N2CCCCCC2)c2ccccc12	-5%[76.3 µM]
CC(Oc1ccccc1F)C(=O)NC1CCS(=O)(=O)C1 (configuration not stated)	-7%[76.3 µM]
COc1ccc(C(=O)Nc2nc3ccc(OC)cc3s2)cc1	-7%[76.3 µM]
CC1CCC2C(=O)N(c3cc(Cl)ccc3OC(=O)c3ccco3)C(=O)C2C1 (configuration not stated)	9%[76.3 µM]
Brc1ccc(-c2csc(N3CCCCCC3)n2)cc1	3%[76.3 µM]
Brc1ccc(-c2ccc(CNCc3ccccn3)o2)cc1	-1%[76.3 µM]
COc1cccc(NC(=O)Cc2nnc(SCC(=O)NC3CCCCC3)n2C)c1	1%
CCOCCCNC(=O)CN1N=C(c2ccc(C)cc2)CCC1=O	-4%
CCC(C)C(=O)Nc1nnc(SCC(=O)N2C(C)CCCC2C)s1 (configuration not stated)	3%[76.3 µM]
O=C(COc1ccc2c3c(c(=O)oc2c1)CCC3)N1CCN(c2ccccc2)CC1	-4%[76.3 µM]
O=C(N/C(=C\c1ccc(F)cc1)C(=O)N1CCOCC1)c1ccccc1	1%
Cn1c(=O)[nH]c(=O)c2c1[nH]c(=S)n2Cc1ccc(Cl)cc1	1%
Cc1cc(=O)oc2cc(OC(C)C(=O)Nc3ccc(N4CCCCC4)cc3)ccc12 (configuration not stated)	-8%[76.3 µM]
COc1ccc(-n2ncc3c(N4CCC(C)CC4)ncnc32)cc1	15%[76.3 µM]
COc1cc(-c2noc(C)c2-c2ccc3[nH]ccc3c2)cc(OC)c1OC	-10%[76.3 µM]
Cc1ccc(S(=O)(=O)N2CC(C)N(C(=O)N3CCOCC3)C2C)cc1 (configuration not stated)	1%
COc1ccc(CCNC(=O)c2c(O)c3ccccc3[nH]c2=O)cc1OC	5%
CC1=NN(C(N)=S)C(=O)C1N=Nc1cc(Cl)ccc1Cl (configuration not stated)	-2%
(list continues)
SMILES	GAA glycogen mod
COc1ccc(N(C(=O)C(C)C)S(=O)(=O)c2ccc3ccccc3c2)cc1	3%[76.3 µM]
CC1CCN(Cc2c(C(=O)N/N=C/c3cc(Cl)ccc3O)nnn2-c2nonc2N)CC1	4%
CCc1cccc(NC(=O)C2CCN(S(=O)(=O)c3ccc4[nH]c(=O)ccc4c3)CC2)c1	-2%[76.3 µM]
COc1ccc(NC(=O)COc2cccc(-n3cnnn3)c2)cc1	2%
COc1ccccc1CNc1cncnc1	-2%[76.3 µM]
CSc1ncc(Cl)c(C(=O)Nc2ccccc2C)n1	1%
CCCc1cc(C(=O)NC(C)C2CCCO2)cs1 (configuration not stated)	3%[76.3 µM]
COc1ccc(/C=C2\C(=O)NCC(=O)N2C)cc1	-3%
Cc1ccccc1N(CC(=O)NC1CCCCC1)C(=O)CCC(=O)Nc1nccs1	-4%
COC1CCN(C(=O)C2CCC(=O)N(CCc3cccc(F)c3)C2)CC1 (configuration not stated)	2%[76.3 µM]
O=C(CN1C(=O)/C(=C2\SC(=S)N(CCS(=O)(=O)O)C2=O)c2ccccc21)Nc1cccc(Br)c1	9%[76.3 µM]
CC1=CC2=NC(=O)CC(C)(C(=O)N(CC(=O)NC3CCCC3)c3ccccc3F)N2C=C1 (configuration not stated)	-2%[76.3 µM]
O=C(NCCc1ccccc1)C1CCCN1C(=O)Nc1cccc(Cl)c1 (configuration not stated)	-3%[76.3 µM]
CCC(C)(C)NC(=O)CN(C(=O)C(=O)Nc1ccc2c(c1)OCCO2)N1CCOCC1	0%[76.3 µM]
O=C(CCC(=O)NC1CCCCC1)NCc1ccc(F)cc1	0%[76.3 µM]
CSc1ncccc1C(=O)Nc1cccc(C)n1	5%[76.3 µM]
O=C(CSc1nnc(COc2ccccc2)o1)N1CCCCC1	0%
O=C(CN1C(=O)COc2ccc(S(=O)(=O)N3CCOCC3)cc21)N1CCN(c2ccccc2)CC1	-11%[76.3 µM]
CC(C(=O)NC1CCCCC1)N(Cc1ccccc1)C(=O)c1snc(C(N)=O)c1N (configuration not stated)	-4%
CS(=O)(=O)N(CC(=O)N1CCc2ccccc2C1)c1ccc(Cl)cc1F	-2%
O=C(CCc1c[nH]c2ccccc12)NCCc1ccccc1	-19%
CCc1ccc(NC(=O)CSc2nc3ccccc3nc2N2CCCCC2)cc1	-9%[76.3 µM]
Cc1c(C(=O)O)sc2c1c(=O)n(Cc1ccccc1)c(=O)n2C	2%
O=C(NC(Cc1c[nH]c2ccccc12)C(=O)O)c1ccc2c(c1)OCO2 (configuration not stated)	0%
COc1cccc(OCCSc2nc3ccccc3n2CC(=O)N2CCCCC2)c1	6%[76.3 µM]

Nothing new here: entries from further up.
SMILES	GAA glycogen mod
O=C(CN1C(=O)/C(=C2\SC(=S)N(CCS(=O)(=O)O)C2=O)c2ccccc21)Nc1cccc(Br)c1	9%[76.3 µM]
CC1=CC2=NC(=O)CC(C)(C(=O)N(CC(=O)NC3CCCC3)c3ccccc3F)N2C=C1 (configuration not stated)	-2%[76.3 µM]
O=C(NCCc1ccccc1)C1CCCN1C(=O)Nc1cccc(Cl)c1 (configuration not stated)	-3%[76.3 µM]
CCC(C)(C)NC(=O)CN(C(=O)C(=O)Nc1ccc2c(c1)OCCO2)N1CCOCC1	0%[76.3 µM]
O=C(CCC(=O)NC1CCCCC1)NCc1ccc(F)cc1	0%[76.3 µM]
CSc1ncccc1C(=O)Nc1cccc(C)n1	5%[76.3 µM]
O=C(CSc1nnc(COc2ccccc2)o1)N1CCCCC1	0%
O=C(CN1C(=O)COc2ccc(S(=O)(=O)N3CCOCC3)cc21)N1CCN(c2ccccc2)CC1	-11%[76.3 µM]
CC(C(=O)NC1CCCCC1)N(Cc1ccccc1)C(=O)c1snc(C(N)=O)c1N (configuration not stated)	-4%
CS(=O)(=O)N(CC(=O)N1CCc2ccccc2C1)c1ccc(Cl)cc1F	-2%
O=C(CCc1c[nH]c2ccccc12)NCCc1ccccc1	-19%
CCc1ccc(NC(=O)CSc2nc3ccccc3nc2N2CCCCC2)cc1	-9%[76.3 µM]
Cc1c(C(=O)O)sc2c1c(=O)n(Cc1ccccc1)c(=O)n2C	2%
O=C(NC(Cc1c[nH]c2ccccc12)C(=O)O)c1ccc2c(c1)OCO2 (configuration not stated)	0%
COc1cccc(OCCSc2nc3ccccc3n2CC(=O)N2CCCCC2)c1	6%[76.3 µM]

Further structures follow.
SMILES	GAA glycogen mod
CC(=O)[C@@]1(O)[C@H](C)CC2C3CC=C4CC(OP(=O)(O)O)CC[C@]4(C)C3CC[C@@]21C (some centres not stated)	-3%
CCN(CC)C(=O)Oc1cc2c(-c3cc4cccc(OC)c4o3)cc(=O)oc2cc1C	-1%[76.3 µM]
COc1cccc(C(=O)N2c3ncnn3C3(CCCCC3)[C@@H]3CCCC[C@@H]32)c1	15%[76.3 µM]
Cn1c(=O)[nH]c(=O)c2c1nc(SCC(=O)O)n2CCOc1ccccc1	4%
CCCC(=O)Nc1c2c(nn1-c1ccc(F)cc1)CS(=O)(=O)C2	4%
CCc1ccc(NC(=O)c2cc(C)no2)cc1	-4%
O=C(CN(C(=O)CCC(=O)Nc1nccs1)c1cccc(F)c1)NCc1ccccc1	-2%
CC(C)NC(=O)c1ccc(CSCc2ccccc2Cl)o1	-5%
CCOc1ccc(NC(=O)CN2CCN(CC(=O)Nc3ccc(N(C)C)cc3)CC2)cc1	5%
CC(=O)c1ccc(C(=O)Nc2ccc3c(c2)C(=O)NC3=O)cc1	16%[76.3 µM]
CCCCNC(=O)N1CCN(c2ccnc3cc(Cl)ccc23)CC1	1%
O=C(NC1CCCCC1)C(c1ccccn1)N(C(=O)c1csnn1)c1ccccc1 (configuration not stated)	0%
COc1cccc(NC(=O)CN2CCN(CC(=O)Nc3ccccc3Cl)CC2)c1	12%
O=C(Nc1nonc1-c1ccc(F)cc1)c1ccco1	2%[76.3 µM]
COCCCC1CCN(C(=O)c2cc(COc3ccc(C)nc3)on2)CC1	0%[76.3 µM]
Cc1cc(Cl)c(OCCCNC2CCCC2)c(Br)c1	2%[76.3 µM]
COc1cccc(NC(=O)c2cnc(SC)nc2C)c1	0%
COc1ccccc1NC(=O)C(NC(=O)c1ccc(C)cc1)c1ccccc1 (configuration not stated)	1%[76.3 µM]
COc1ccccc1NC(=O)c1cc2c(CO)cnc(C)c2oc1=Nc1cccc(C(N)=O)c1	-5%
O=C(NCc1ccccc1)c1c[nH]c2ccccc2c1=O	-2%[76.3 µM]
CC1(C)Cc2ccccc2/C(=C/C(=O)c2ccccc2)N1	-9%[76.3 µM]
COc1ccc(OC)c(S(=O)(=O)NCCS(=O)(=O)N2CCN(c3ccccc3)CC2)c1	-6%[76.3 µM]
O=C(CCN1N=C(c2ccccc2)CCC1=O)NCC1COc2ccccc2O1 (configuration not stated)	-20%
CCC1(c2ccc(Cl)cc2)NC(=O)N(CC(=O)NCc2ccc(F)cc2)C1=O (configuration not stated)	-11%
CCc1ccc(CNC(=O)C2CCCN(c3nn4cc(-c5ccc(F)cc5)nc4s3)C2)cc1 (configuration not stated)	12%[76.3 µM]
Remaining list, next part:
SMILES	GAA glycogen mod
CCOc1ccc(S(=O)(=O)NCc2ccc3c(c2)OCO3)cc1C	-13%[76.3 µM]
Cc1ccccc1NC(=O)CSc1nnc(C)c2ccccc12	0%[76.3 µM]
COc1ccc(C(=O)N/N=C\c2ccc(OC)c(COc3ccccc3Br)c2)c(OC)c1	-9%[76.3 µM]
COc1cc(C2C3=C(CC(C)(C)CC3=O)N(C)C3=C2C(=O)CC(C)(C)C3)ccc1O	6%[76.3 µM]
O=C(O)c1ccc(-n2cc(C(=O)c3ccccc3O)cn2)cc1	0%
COc1ccc(-c2cn3c(n2)sc2cc(C(=O)Nc4ccc(C)c(C)c4)ccc23)cc1	-13%[76.3 µM]
Cc1c(NC(=O)C(C)C)cccc1-c1nc2ncccc2o1	3%[76.3 µM]
CC(Oc1ccccc1)C(=O)N=C1SC2CS(=O)(=O)CC2N1c1cccc(F)c1 (configuration not stated)	-1%[76.3 µM]
COc1ccccc1S(=O)(=O)N1CCN(S(=O)(=O)c2ccccc2C#N)CC1	1%
COc1ccc(/C=C(/NC(=O)c2ccccc2)C(=O)N2CCCCC2)cc1	-20%[76.3 µM]
COc1cc2c(cc1OC)C1O[C@](c3ccsc3)(C2)Oc2cc(-c3ccccc3)oc(=O)c21	12%[15.3 µM]
Cc1cc(=O)[nH]c(SCC(=O)N2C(C)CCCC2C)n1 (configuration not stated)	-4%
COc1cccc(-c2nc(C#N)c(N3CCN(C(=O)c4ccco4)CC3)o2)c1	4%[76.3 µM]
COc1ccc(CCn2nc(C)c([N+](=O)[O-])c2C)cc1	-1%[76.3 µM]
CS(=O)(=O)N(CC(=O)N1CCCCCC1)c1cc(Cl)ccc1Cl	-16%[76.3 µM]
CN(C)c1cccc(C(=O)NCCCn2ccc3ccccc32)c1	-12%[76.3 µM]
Cc1ccc2c(c1)N(C(=O)CCC(=O)NCCCN1CCOCC1)CC(C)O2 (configuration not stated)	-6%[76.3 µM]
CC(C)(C)c1ccc(C(=O)Nc2c3c(nn2C(C)(C)C)CS(=O)(=O)C3)cc1	2%[76.3 µM]
CC(C)C(C)NC(=O)CN1C(=O)NC2(CCc3ccccc32)C1=O (configuration not stated)	13%[76.3 µM]
CCN(CC(=O)Nc1ccccc1C(F)(F)F)C(=O)c1ccc(N2C(=O)CCC2=O)cc1	-1%[76.3 µM]
OCC[C@@H]1C[C@H](O)[C@@H](O)[C@]2(Cc3ccccc3CCO2)O1	2%[76.3 µM]
C=CCOc1c(Br)cc(CNn2c(C)n[nH]c2=S)cc1OC	-24%[76.3 µM]
COc1ccccc1NC(=O)Nc1nnc(Cc2ccccc2F)s1	0%
CC1=NN(C(N)=S)C(=O)C1N=Nc1cccc(C(=O)O)c1 (configuration not stated)	0%[76.3 µM]
O=C(C1=C(O)C(=O)N(CCN2CCOCC2)C1c1ccc(F)cc1)c1cc2ccccc2o1 (configuration not stated)	-9%[76.3 µM]
Additional results follow.
SMILES	GAA glycogen mod
CCN(C(=O)c1ccc2c(=O)n3c(nc2c1)CCCCC3)c1ccc(F)cc1	7%[76.3 µM]
CCCC(=O)Nc1nnc(S(=O)(=O)N(CC)c2ccccc2)s1	3%
CC(C)C(NC(=O)CCN1C(=O)c2ccccc2C1=O)c1ccccc1 (configuration not stated)	2%[76.3 µM]
COc1ccc(/C=C(\NC(=O)c2ccc(C)cc2)C(=O)NCCCn2ccnc2)cc1	-10%
CCn1cc(/C=C(\NC(=O)c2ccccc2OC)C(=O)NCCCN2CCOCC2)c2ccccc21	5%[76.3 µM]
CC(C)(C)SCCSC1=CC(=O)CC(c2ccccc2)C1 (configuration not stated)	0%
O=C1CCN(CCCc2ccccc2)CCN1[C@H](CO)c1ccccc1	6%[76.3 µM]
COc1cc(OC)c(CN2CCc3c([nH]c4ccccc34)C2)cc1Br	2%[76.3 µM]
COc1ccc(C)cc1NC(=O)COCc1cc(-c2cccs2)on1	-11%[76.3 µM]
O=S(=O)(c1ccccc1)N1CCN(C(=S)NC2CCCC2)CC1	-11%[76.3 µM]
CC(=O)Nc1ccc(NS(=O)(=O)c2ccc(CN3C(=O)c4cccnc4C3=O)cc2)cc1	-1%[76.3 µM]
CC(/C=N\NC(=O)c1ccc2c(c1)OCO2)c1ccccc1 (configuration not stated)	2%[76.3 µM]
O=c1cc(O)n(Cc2ccc(F)cc2)c(=O)[nH]1	-3%
